Screens from PubChem.
bCat nuc transl – modulators of beta-catenin nuclear translocation; 190,000 tested, 0.3% active; HeLa beta-catenin nuclear translocation, immunofluorescence imaging; AID 1665; nuclear translocation activity, % at 5 µM;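 active = nuclear translocation activity above 50% at 5 µM, with a well cell count of 50 or more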;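 also: per-cell ratio of nuclear to cytoplasmic median beta-catenin stain intensity; plate controls were DMSO negative control for no effect and GSK-3 inhibitor IX positive control for full effect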
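Test system: human HeLa cells, endogenous beta-catenin. Times: 24 h compound exposure, 37°C. Measured by: beta-catenin immunofluorescence imaging with DAPI.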
human PMI inhibition – MPI enzyme activity inhibition – biochemical, fluorescence intensity, coupled assay, primary screen (AID 1209); purified PMI enzyme, coupled fluorescence intensity; higher % means a stronger effect; inhibition, % at 20 µM; hits with a dose series show IC50 in µM; 190,000 tested, 0.42% active;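 also: plate controls were DMSO vehicle for no effect and wells lacking substrate for full effect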
Ins promoter up – MIN6 insulin promoter up-regulation; MIN6 insulin promoter-GFP reporter, high-content imaging; hits give high values; 190,000 tested, 0.3% active; z-score at 5 µM;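 active = z-score above 3 at 5 µM with at least 500 cells counted in the well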
MT stabilize HCS – microtubule stabilization, imaging screen | HeLa tubulin immunostaining HCS, 24 h; share of cells brighter than vehicle mean+2SD | % tubulin-high responders, % at 10 µM | 200,000 tested, 0.83% active | AID 2205;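 active = plate Z-score above 3 for both tubulin-high and condensed-nucleus cell shares, with cell loss under 80%, at 10 µM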;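 also: anti alpha tubulin signal scored within the nucleus-defined area of each cell; some results filed as inactive read as strong as hits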
Yfh1-depleted yeast – enhancers of respiration in Yfh1-depleted yeast, dose response, Friedreich's ataxia, plus single-dose screen (AID 1465). S. cerevisiae Yfh1-off respiration, WST-1 reduction, 72 h; higher fold induction means a stronger effect. one-dose fold induction at 50 µM; EC50 in µM for titrated hits. 220,000 tested, 0.074% active;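 active = fold induction of absorbance versus untreated yeast above a set limit, then at least 30% activation at any dose in follow-up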;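 also: activators that raise dye reduction in frataxin-depleted yeast; strong numbers were not always called active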
Autophagy HCS – alters autophagy in cells; MEF GFP-LC3 puncta imaging; test concentration mostly 10 µM; calls only at 10 µM (by protocol); 190,000 tested, 0.98% active; AID 463193;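 active = percentage of spot-positive cells more than 3 SD above its plate mean, without a fluorescence outlier flag or 80% toxicity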;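 also: spot-positive cell cutoff set from DMSO-treated cells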
WT yeast gro inh – growth inhibition of WT yeast, mitochondrial fusion screen; AID 1362; 190,000 tested, 2.1% active; mitochondrial fusion phenotypic screen, WT strain; inhibition, % at 10 µM; in the data active = inhibition above about 58%; tested in S. cerevisiae
Dynein cargo inh – blocks dynein driven cargo transport along microtubules; 3617.4 mouse cells, GR-EGFP nuclear translocation imaging; test concentration mostly 20 µM; stimulated with dexamethasone, 1 µM; hits give low values; 220,000 tested, 0.47% active; z-score, hits read low;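 active = plate z-score of nuclear minus cytoplasmic receptor signal below a set negative limit, without overly bright fluorescence or cell loss, cut at about -3.5 in these data, passing the limit was not always enough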;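 also: z-score of nuclear minus cytoplasmic ring GR-EGFP intensity difference per well; some compounds called inactive have numbers as strong as hits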
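Buffer or medium: tet-free medium with charcoal-stripped serum / Also added: dexamethasone agonist, 1.0 µM final, for 30 min / Timing: induction 48 h, compound 1 h, agonist 30 min / Measured by: high-content fluorescence imaging after fixation / Read-out: nuclear-to-cytoplasmic GR-EGFP distribution per well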
PMI inhibition – MPI inhibition at elevated mannose 6-phosphate – biochemical, fluorescence intensity, high mannose 6-phosphate, primary screen (AID 1220) | recombinant PMI enzyme, coupled fluorescence intensity; higher % means a stronger effect | inhibition, % at 20 µM, or IC50 in µM where a hit was titrated | 190,000 tested, 0.66% active
WT yeast gro inh mutant strain – second read-out of WT yeast gro inh, no call of its own (marks repeat the call); inhibition, %; mitochondrial fusion phenotypic screen, mutant strain inhibition
Dynein cargo inh cytoplasmic EGFP – recorded beside Dynein cargo inh, whose call it bears; z-score; measured here: cytoplasmic GR-EGFP intensity; hits give high values
Dynein cargo inh nuclear GR-EGFP – further read-out of Dynein cargo inh, marked with its call; z-score; measured here: nuclear GR-EGFP intensity;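 lower value marks the stronger effect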
Dynein cargo inh cell count – second read-out of Dynein cargo inh, no call of its own (marks repeat the call); z-score; measured here: cell count per field
Ins promoter up cell count – also measured in Ins promoter up; calls as there; cell count; measured here: cytotoxicity, nuclei count;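 total cells summed across four imaged fields per well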
bCat nuc transl cell count 5 µM – further read-out of bCat nuc transl, marked with its call; cell count; measured here: cell count, cytotoxicity flag
MT stabilize HCS Hoechst-high % – also measured in MT stabilize HCS; calls as there; % Hoechst-high responders; measured here: nuclear condensation Hoechst responders;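 share of cells brighter than vehicle mean plus two SD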
MT stabilize HCS cytotoxicity % – recorded beside MT stabilize HCS, whose call it bears; toxicity, %; measured here: cytotoxicity by cell density;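 0% = mean cell density of plate MIN control wells and 100% = no cells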
Autophagy HCS cell loss 18 h – recorded beside Autophagy HCS, whose call it bears; toxicity, %; measured here: cell loss, nuclei count;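 cell loss after 18 h compound exposure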
Active calls of the source: *; i = inactive; x = not tested or not shown. Rule as the data show it, unless noted: active = inhibition above about 50%; inactive = the rest.

SMILES	bCat nuc transl	bCat nuc transl cell count 5 µM	human PMI inhibition	Ins promoter up	Ins promoter up cell count	MT stabilize HCS	MT stabilize HCS Hoechst-high %	MT stabilize HCS cytotoxicity %	Yfh1-depleted yeast	Autophagy HCS	Autophagy HCS cell loss 18 h	WT yeast gro inh	WT yeast gro inh mutant strain	Dynein cargo inh	Dynein cargo inh cytoplasmic EGFP	Dynein cargo inh nuclear GR-EGFP	Dynein cargo inh cell count	PMI inhibition
Cc1ccc(CN(C(=O)Cc2cccs2)C(C(=O)NC2CCCC2)c2ccncc2)cc1 (stereo unspecified)	0.6	1073	18.0%	0.09	1383	3.7	1.6	9.8	i	i	3.4	0.7	-2.9	0.267	-0.298	-0.107	0.368	11.4%
O=C(CN(C(=O)CNC(=O)c1ccco1)c1ccc(Cl)c(Cl)c1)NC1CCCCC1	2.6	1370	6.5%	0.56	1274	1.9	2.3	15.1	i	i	-8.9	-12.3	4.7	-0.0911	-0.216	-0.0877	0.107	-0.6%
COCCn1nnnc1CN1CCC(O)(c2cccc(C(F)(F)F)c2)CC1	-0.7	1131	-4.6%	0.08	896	4.1	2.5	8.4	i	i	-10.9	7.9	9.8	0.259	0.235	0.495	-0.0127	-11.4%
COc1ccc(-c2nn(-c3ccccc3)cc2/C=N/Nc2ccccn2)cc1	0.4	1534	-8.1%	x	x	1.6	1.4	7.7	i	i	3.6	-36.6	4.4	0.728	-0.235	0.0857	0.279	6.5%
CCN(C(=O)CSc1nnc(-c2ccncc2)n1C)C1CCS(=O)(=O)C1 (stereo unspecified)	1.8	1092	-13.3%	0.61	620	1.6	1.1	6.5	i	i	10.7	7.8	4.9	0.198	-0.226	0.252	0.000664	-22.7%
O=C(c1cnn2c(C(F)F)cc(-c3ccccc3)nc12)N1CCN2CCCC2C1 (stereo unspecified)	-1.0	1110	6.5%	-0.69	1304	1.6	0.9	7.2	i	i	-4.2	-9.7	-0.6	-0.127	-0.219	-0.0535	-0.275	-1.4%
C=CCNC(=O)C1CC=CCC1C(=O)O (stereo unspecified)	-4.1	1274	4.5%	-0.01	1349	0.9	1.9	8.0	i	i	3.4	25.0	20.8	-1.12	0.533	-0.282	1.22	-3.0%
Cc1ccc(S(=O)(=O)N2CCOCC2)cc1C(=O)Nc1cccc(S(=O)(=O)N2CCCC2)c1	-1.4	1079	7.0%	-1	1144	4.6	1.7	11.2	i	i	3.6	3.4	21.7	-0.687	-0.187	0.0171	0.119	10.0%
O=C1CCCc2ccccc2N1Cc1ccc(Cl)cc1Cl	-2.2	1087	13.9%	-0.11	1779	0.9	2.4	4.3	i	i	19.0	9.8	-10.5	-0.39	-0.237	-0.631	0.698	14.0%
CC(C)c1ccc(N)c(S(=O)(=O)O)c1	0.8	1331	x	-0.85	1396	x	x	x	i	x	x	x	x	0.292	-0.249	-0.266	0.82	x
Cc1cccc(-c2nc(CSCC(=O)N3CCN(Cc4ccc5c(c4)OCO5)CC3)c(C)o2)c1	-0.9	1068	25.0%	-0.38	1709	3.3	1.5	4.4	x	i	15.0	-8.3	21.7	-0.45	-0.223	-0.0121	0.546	29.3%
OCC1(Cc2ccccc2C(F)(F)F)CCN(Cc2cccc3cnccc23)CC1	-1.0	935	11.1%	-0.47	1458	3.3	2.6	2.4	i	i	6.3	9.5	26.2	-0.761	-0.279	-0.486	0.639	13.3%
Cc1ccc(-n2ncc3c(NCCCn4ccnc4)ncnc32)c(C)c1	-2.2	1078	2.8%	-1.14	1773	x	x	x	i	x	x	16.7	12.1	x	x	x	x	-0.5%
Cc1ccccc1OCC(=O)NNC(=O)CSc1nc(N)cc(N)n1	-2.9	1152	10.5%	-0.37	1247	4.2	2.0	4.2	i	i	17.9	2.2	-0.1	1.05	-0.188	0.919	-0.0984	18.9%
Cc1ccccc1CS(=O)(=O)Cc1ccc(C(=O)NCc2cccnc2)o1	-0.6	1426	10.7%	-0.06	1639	2.5	2.8	7.4	i	i	17.6	18.1	12.7	-0.203	-0.142	-0.183	-0.0919	13.1%
CCOC(=O)c1cnc2c(-c3ccc(F)cc3)cnn2c1C(F)(F)F	1.2	1515	4.9%	x	x	1.7	2.2	7.2	i	i	-38.5	2.1	12.8	-0.626	-0.167	-0.106	0.594	8.0%
CC(=O)NCCCC(=O)NN1C(=S)N(Cc2ccccc2)C(=O)C1CC(=O)Nc1cccc(C)c1 (stereo unspecified)	0.7	1080	1.7%	-1.21	1236	3.3	2.6	7.0	i	i	4.1	-14.2	-1.3	-0.294	-0.233	-0.149	-0.336	3.5%
COc1ccccc1N(C)S(=O)(=O)c1ccc(C(=O)OCC(=O)N2CCCCCC2)cc1	-2.7	1055	7.6%	2.05	1249	3.7	1.8	5.4	i	i	4.9	-3.5	13.3	-0.691	-0.327	0.0116	1.51	11.4%
CC1Cc2ccccc2N1c1nc(C2CC2)nc2c1nnn2Cc1ccccc1 (stereo unspecified)	-1.4	1231	16.6%	-0.35	830	3.3	1.3	8.7	i	i	-7.6	26.6	-2.6	0.873	-0.0852	0.5	1.25	10.6%
Brc1ccc(Cn2c(-c3ccc(Br)o3)nc3ccccc32)o1	-5.8	565	0.7%	-0.31	1122	2.8	1.2	9.2	i	i	-7.1	20.3	20.4	-1.04	-0.172	-0.00866	0.446	8.8%
CCOC(=O)Cc1csc(NC(=S)NC(=O)c2cc(OC)c(OC)c(OC)c2)n1	1.2	1316	x	-0.09	868	x	x	x	i	x	x	x	x	-0.663	-0.507	-0.636	0.366	x
CS(=O)(=O)Nc1ccccc1C(=O)NCc1ccccc1Cl	0.1	1103	-3.7%	-0.63	1649	3.4	1.1	5.1	i	i	25.5	-5.5	-8.9	-0.218	-0.0696	0.0239	0.325	-4.9%
O=C(Nc1cc(N2CCOCC2)ncn1)NC1(C(F)(F)F)Oc2ccc(Cl)cc2O1 (stereo unspecified)	16.1	898	74.1%*	-0.02	1733	10.9	1.5	10.5	i	i	22.0	6.6	17.4	-0.844	-0.192	-0.079	0.86	18.1µM*
O=C(NCCN1CCCCC1)/C(=N\O)c1ccccc1	-3.0	987	8.7%	1	1365	4.6	1.9	5.8	i	i	-6.5	5.0	13.0	-0.172	-0.171	-0.692	-1.57	9.8%
Cc1ccc(S(=O)(=O)n2c([N+](=O)[O-])cnc2C)cc1C	-0.8	1154	-20.5%	-0.12	1489	1.6	1.2	5.6	i	i	-9.3	-16.0	-12.1	-0.273	-0.31	0.129	0.567	-15.7%

(next part)
SMILES	bCat nuc transl	bCat nuc transl cell count 5 µM	human PMI inhibition	Ins promoter up	Ins promoter up cell count	MT stabilize HCS	MT stabilize HCS Hoechst-high %	MT stabilize HCS cytotoxicity %	Yfh1-depleted yeast	Autophagy HCS	Autophagy HCS cell loss 18 h	WT yeast gro inh	WT yeast gro inh mutant strain	Dynein cargo inh	Dynein cargo inh cytoplasmic EGFP	Dynein cargo inh nuclear GR-EGFP	Dynein cargo inh cell count	PMI inhibition
COc1ccc(CCN(C)C(=O)C2CCN(Cc3ccc(C)cc3)CC2)cc1OC	0.2	1554	2.9%	-1.33	1493	4.9	2.0	4.8	i	i	9.5	-16.5	5.2	0.0439	-0.355	-0.0717	-0.217	-11.2%
C=CCn1c(=N)c(C(=O)NCCCOC)cc2c(=O)n3cc(C)ccc3nc21	3.1	1295	2.9%	-0.83	1322	7.5	2.2	5.9	x	i	-0.6	51.7	39.7	1.98	0.299	2.17	-1.95	7.5%
O=C(/C=C/c1ccco1)Nc1ccc2c(c1)OCO2	6.2	1038	10.9%	0.29	1333	13.2	12.4	25.9	i	i	-0.3	13.1	0.7	-0.84	-0.317	-0.404	0.901	9.3%
CN1CC2=Cc3ccccc3OC23Oc2ccccc2C=C3C1	-0.5	1125	-1.6%	x	x	2.7	1.8	8.7	i	i	-1.1	-5.0	-5.8	-1.81	0.0637	-0.7	0.561	2.3%
COc1cccc(-c2[nH]nc3c2C(c2ccoc2)C(C#N)=C(N)O3)c1 (stereo unspecified)	2.4	1088	20.5%	1.66	777	3.9	1.9	5.4	i	i	6.1	3.9	-3.7	0.732	-0.224	0.46	0.159	15.1%
O=C(O)c1ccc(COc2c(F)c(F)c(F)c(F)c2F)o1	-2.0	1220	-21.4%	0.37	1319	3.0	3.9	6.5	i	i	7.9	13.3	6.4	-0.302	-0.163	0.0714	0.593	-19.3%
O=c1c2c([N+](=O)[O-])cc([N+](=O)[O-])cc2sn1-c1ccc(Br)cc1	0.2	1007	108.6%*	-0.06	1395	0.6	2.9	7.8	i	i	-6.5	58.3	75.2	-0.876	-0.266	-0.57	0.721	104.2%*
CC(C)(C)c1ccc(C(=O)Nc2cccc([N+](=O)[O-])c2)cc1	-2.7	573	-1.8%	-1.22	847	1.8	1.7	8.0	i	i	6.2	61.5*	28.6*	-0.378	-0.341	-0.519	1.21	-0.9%
O=C(Nc1ncccn1)c1cc(-c2cccc(Br)c2)nc2ccccc12	0.2	1080	15.8%	-0.29	1225	1.8	2.2	9.7	i	i	-7.4	33.6	6.8	0.728	-0.178	0.887	-1.69	16.8%
CCOc1ccccc1C(=O)NC1CC2CCCC(C1)N2Cc1ccccc1 (stereo unspecified)	0.6	559	-12.2%	x	x	4.8	2.0	2.5	i	i	27.4	-4.8	13.3	0.512	-0.0541	0.214	0.352	-9.6%
CSc1nc(NC(C)=O)nc(C)c1Br	-1.9	1280	-15.0%	-0.28	1250	3.0	1.8	6.4	i	i	0.0	8.6	-4.8	-1.72	0.228	-0.997	1.64	-11.6%
O=C(Nc1ccnc(-c2cccnc2)n1)c1ccc(F)cc1	-0.1	1569	5.0%	-0.33	1425	1.9	2.0	3.4	i	i	-1.6	-11.4	-17.6	0.862	0.508	0.539	-1.57	4.4%
Cc1nc(CSc2nc3[nH]ncc3c(=O)n2-c2ccccc2)cs1	x	x	7.6%	-0.71	1327	3.5	2.5	37.0	i	i	-0.2	-4.3	-7.7	-0.664	-0.305	-0.0929	0.402	9.6%
